# From PubChem
# Jurkat NFkB inh – lowers PMA/ionomycin-induced NF-kB signal in Jurkat cells | PMA/ionomycin-induced NF-kB luciferase reporter, luminescence | inhibition, % at 4 µM | hit rate 0.53% among 330,000 | AID 435003; in the data active = inhibition above about 50%
# CCR6 antag – antagonists of human CCR6 receptor; P51684; CHO-K1 CCR6 PathHunter beta-arrestin, luminescence, CCL20-stimulated; inhibition, % at 20 µM; hit rate 0.49% among 340,000; AID 493098;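 active = compounds whose inhibition of the agonist-driven luminescence signal at 20 µM reaches about 50%, limit read from the data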;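 note: cells stimulated with CCL20 at 14 nM final; plate controls were DMSO with CCL20 for no effect and DMSO without agonist for full effect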
# Target sequence (P51684 whole entry, looked up): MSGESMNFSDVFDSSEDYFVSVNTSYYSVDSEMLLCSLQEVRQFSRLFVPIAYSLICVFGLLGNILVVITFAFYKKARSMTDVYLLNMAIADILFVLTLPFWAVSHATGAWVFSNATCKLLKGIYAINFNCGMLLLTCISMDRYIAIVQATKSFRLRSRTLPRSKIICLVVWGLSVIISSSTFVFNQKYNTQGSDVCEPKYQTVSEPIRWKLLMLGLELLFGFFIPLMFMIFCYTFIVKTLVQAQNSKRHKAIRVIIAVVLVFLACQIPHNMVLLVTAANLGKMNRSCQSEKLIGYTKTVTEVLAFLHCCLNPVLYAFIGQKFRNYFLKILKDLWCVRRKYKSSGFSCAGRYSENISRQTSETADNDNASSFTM
# 697 NFkB inh – inhibitors of the PMA/ionomycin-induced NF-kB reporter in 697 B cells | 697 B-cell NF-kB luciferase reporter, 16 h | AID 435022 | hit rate 0.33% among 330,000 | inhibition, % at 4 µM; in the data active = inhibition above about 35%
# CXCR6 block – inhibitors of human CXCR6 receptor; O00574; CHO-K1 PathHunter CXCR6 beta-arrestin, luminescence; inhibition, % at 20 µM; hit rate 0.36% among 360,000; AID 602244; in the data active = inhibition above about 34%, passing the limit was not always enough;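 note: antagonist mode with CXCL16 agonist at 10 nM final; 0% = 10 nM CXCL16 with DMSO and 100% = unstimulated wells without agonist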
# Target sequence (O00574 whole entry, looked up): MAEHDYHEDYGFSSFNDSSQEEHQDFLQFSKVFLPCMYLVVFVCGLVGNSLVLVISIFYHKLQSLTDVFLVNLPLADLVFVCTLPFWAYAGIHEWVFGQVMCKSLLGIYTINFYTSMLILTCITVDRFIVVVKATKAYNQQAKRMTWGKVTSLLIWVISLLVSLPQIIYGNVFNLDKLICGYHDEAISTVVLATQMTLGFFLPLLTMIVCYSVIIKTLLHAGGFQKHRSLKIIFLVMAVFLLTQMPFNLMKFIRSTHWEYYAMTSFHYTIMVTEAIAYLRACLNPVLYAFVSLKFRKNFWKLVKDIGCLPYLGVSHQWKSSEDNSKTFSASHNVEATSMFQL
# EBI2 antag – blocks human EBI2 receptor beta-arrestin signaling | P32249 | EBI2 beta-arrestin recruitment, luminescence, 7a,25-OHC stimulated | inhibition, % at 5 µM | hit rate 0.81% among 360,000 | AID 651636; in the data active = inhibition above about 38%;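 note: enzyme fragment complementation signal reports receptor beta-arrestin coupling in cells; 0% = agonist plus DMSO wells and 100% = wells without agonist; some results beyond the cut were filed as inactive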
# Target sequence (P32249 whole entry, looked up, the tested form may be a part): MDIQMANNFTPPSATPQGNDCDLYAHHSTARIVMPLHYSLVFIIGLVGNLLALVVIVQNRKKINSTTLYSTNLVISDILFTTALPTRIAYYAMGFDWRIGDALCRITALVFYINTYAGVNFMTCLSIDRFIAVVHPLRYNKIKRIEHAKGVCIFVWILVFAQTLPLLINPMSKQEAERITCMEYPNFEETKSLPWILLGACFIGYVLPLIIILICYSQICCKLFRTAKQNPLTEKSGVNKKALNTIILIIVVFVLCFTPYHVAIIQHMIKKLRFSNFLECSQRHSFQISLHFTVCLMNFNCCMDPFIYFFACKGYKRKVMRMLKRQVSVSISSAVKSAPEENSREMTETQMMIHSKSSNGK
# Gli-Sufu block – Gli-Sufu pathway antagonism | hit rate 0.74% among 340,000 | AID 588413 | inhibition, % at 5 µM | Sufu-KO-LIGHT fibroblasts, Gli luciferase reporter luminescence;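 active = inhibition above about 55%, limit read from the data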;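 note: 0% = DMSO-treated cells and 100% = wells with medium but no cells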
# Mdm2-MdmX inh – human Mdm2/MdmX binding inhibition; O15151+Q00987; SaOS-2 split-luciferase Mdm2/MdmX complementation, luminescence; inhibition, % at 8 µM; hit rate 3% among 330,000;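 active = inhibition of at least 50% at 8 µM in the primary screen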
# UPR CHOP act – activators of apoptotic arm of unfolded protein response (CHOP); CHO-CHOP luciferase reporter, UPR activation, luminescence; percent of tunicamycin response over DMSO baseline; activation, % at 10 µM; hit rate 0.34% among 330,000; AID 449763;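 active = at 10 µM dose, activation of 40% or more, normalized to positive control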;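 note: 100% = tunicamycin at 10 µg/mL and 0% = DMSO alone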
#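 System: CHO-CHOP luciferase reporter cell line; amount: 500 cells/well; buffer or medium: F12 medium containing 10% fetal bovine serum; incubation: 6 h compound exposure at 37 °C after overnight seeding; measured by: luciferase luminescence after 10 min with Steady-Glo reagent; evaluation: % reporter activation, DMSO baseline versus tunicamycin full activation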
# XBP1 UPR activ – adaptive UPR (XBP1) activation | CHO-XBP1 luciferase reporter, IRE1-XBP1 UPR activation, luminescence; percent of tunicamycin response, DMSO as zero | activation, % at 20 µM | hit rate 0.33% among 330,000;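 active = versus positive control, 20 µM dose yields 30% or more activation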;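 note: 100% = tunicamycin at 10 µg/mL and 0% = DMSO only wells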
#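 incubation = overnight seeding at 37 °C, 6 h compound treatment at 37 °C | assay system = CHO-XBP1 cells stably carrying IRE1-XBP1-driven luciferase reporter | input = 1000 cells per well | detection = luciferase luminescence | dosing = single point, 20 µM final compound, 1% DMSO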
# * marks the source's active call; other numbers are inactive results; x = not tested or not shown.
SMILES,Jurkat NFkB inh,CCR6 antag,697 NFkB inh,CXCR6 block,EBI2 antag,Gli-Sufu block,Mdm2-MdmX inh,UPR CHOP act,XBP1 UPR activ
CC(=O)Nc1ccc(C2=CC(=O)C[C@H](c3ccc(Cl)cc3)C2)cc1,13,8,5,2,39,-18,2,-1.2,2
Cc1cccc(NS(=O)(=O)c2cc(C(=O)OCC(=O)Nc3cc(C)on3)ccc2C)c1,-2,12,-41,19,4,x,9,-1.4,-1
C=CCN(CC(=O)NCc1ccccc1)C(=O)c1csnn1,10,-2,1,6,2,7,2,-1.0,-4
O=C(Nc1ccc([N+](=O)[O-])cn1)c1cccnc1,13,-5,1,-1,0,-5,18,0.3,-1
CC1Cc2ccccc2N1C(=O)CSc1nc2ccccc2n1CC(=O)N1CCOCC1 (configuration not stated),-10,4,10,0,1,-1,17,-2.0,-1
Cc1ccc(S(=O)(=O)CCC(=O)OCc2ccc(Cl)c(Cl)c2)cc1,6,2,14,-1,-7,-4,26,0.6,0
O=C(C[n+]1cc(-c2ccccc2)n2c1CCC2)N1c2ccccc2Sc2ccccc21,-11,-5,-27,-7,-6,44,-9,0.4,-2
CN1CCN(c2ccccc2NC(=O)c2ccc(-c3cccc([N+](=O)[O-])c3)o2)CC1,x,30,x,6,7,8,x,x,x
O=C1N(c2ccc3c(c2)OCCO3)C(c2ccccc2)C1(F)F (configuration not stated),1,8,2,-3,11,-13,11,-0.3,2
CCOC(=O)C(O)(CC(=O)c1ccc(Cl)cc1)C(=O)OCC,5,5,-4,-14,-6,5,12,-0.6,-1
Clc1ccc(-c2noc(CSc3nnc(Cc4cccs4)n3-c3ccccc3)n2)cc1,1,20,-11,4,10,3,36,0.4,-2
Cc1ccc(N(CC(=O)NC(C)C)C(=O)CCC(=O)Nc2nccs2)c(C)c1,-12,8,0,8,-12,11,-14,1.4,-3
O=C(Nc1cccc(S(=O)(=O)NC2=NCCC2)c1)c1ccc(C(F)(F)F)cc1,13,-1,4,3,6,5,46,-0.9,-3
Cc1cccc(NC(=S)NNC(=O)CCn2cc(C)cn2)c1,-19,17,-12,3,2,2,14,0.2,0
COc1ccc(C2/C=C\CC(NC(=O)OCC3c4ccccc4-c4ccccc43)CC(=O)N2Cc2ccccc2F)cc1 (configuration not stated),x,14,8,1,3,-6,26,3.3,-1
C/C(=N\NS(=O)(=O)c1ccc([N+](=O)[O-])cc1)c1ccc2c(c1)OCO2,8,-2,24,6,3,-10,3,-0.9,-2
COc1cc(Cl)c(C)cc1NC(=O)c1ccc(S(C)(=O)=O)cc1,8,14,3,-3,3,0,25,-1.1,0
COC(=O)c1c(C)n(-c2ccc(C)cc2)c2ccc(O)cc12,9,11,-5,12,-2,1,53*,4.1,0
CC(C)c1ccc(/C=C(\c2nc3ccccc3[nH]2)S(=O)(=O)c2ccccc2)cc1,9,22,-14,9,14,-22,100*,69*,17
O=C(NCc1ccc(F)cc1)c1cc(S(=O)(=O)N2CCOCC2)ccc1F,6,-12,17,4,1,4,-17,0.8,-1
CCOC(=O)c1ccc(N2C(=O)C(O)=C(C(C)=O)C2c2ccc(O)c(OC)c2)cc1 (configuration not stated),-7,6,2,-7,-4,-5,8,-2.8,4
COC(=O)c1c(NC(=O)CN(c2ccccc2)S(C)(=O)=O)sc2c1CCCC2,-7,-2,15,-2,17,12,29,10,5
NC(=O)C1CCCN(C(=O)c2cccc(S(=O)(=O)N(Cc3ccccc3)c3ccccc3)c2)C1 (configuration not stated),-14,10,-7,3,0,-8,4,-1.7,-5
N#CC1(NC(=O)CSc2nnc3n2CCCCC3)CCCCC1,-6,5,-1,-3,-13,-1,19,1.4,0
COc1ccccc1NC(=O)CS(=O)(=O)c1cn(CC(=O)N2CCOCC2)c2ccccc12,-6,-8,24,0,-5,-3,25,2.2,2
O=C(CCc1ccccn1)N1CCCC(CNS(=O)(=O)c2cccs2)C1 (configuration not stated),-5,8,1,-3,-5,0,19,2.2,2
NS(=O)(=O)c1ccc(CCNC(=O)Nc2ccc(Cl)cc2)cc1,-4,5,-3,4,2,7,-17,1.8,2
COc1ccc(Cl)cc1NC(=O)CN(c1ccccc1)S(=O)(=O)N(C)C,7,6,7,5,6,7,-7,-0.3,-3
COc1ccc(N(CC(=O)Nc2cc(OC)c(OC)cc2C(=O)O)S(=O)(=O)c2c(C)noc2C)cc1,14,-5,-1,4,-19,0,13,0.4,-5
CCOC(=O)C1=C(COC(=O)COc2ccc(C#N)cc2)NC(=O)NC1C (configuration not stated),-7,-2,-47,1,-6,-6,18,-1.7,-4
CCCCn1c(CN2CCOCC2)nc2c1c(=O)n(C)c(=O)n2C,4,1,-3,3,-7,6,5,0.5,-2
COc1ccc(CNC(=O)C2(CC3CC(c4ccccc4)=NO3)CCN(C(=O)c3cccc(O)c3)CC2)cc1 (configuration not stated),7,9,27,-4,3,-22,9,-0.7,4
COC(=O)C1=C(O)/C(=C\c2ccc(O)c(OC)c2)N=C1C,-12,8,12,6,0,5,4,0.9,-1
C/C(=N\NC(=O)c1ccn[nH]1)c1cn(C)nc1C,-32,20,-16,0,-9,-33,-4,-0.3,0
CCn1cc(C(=O)N2CCOCC2)c(=O)c2cc(S(=O)(=O)N(C)C)ccc21,-6,4,-3,0,-4,7,-16,-1.1,0
C=CCNc1oc(COc2ccc(C)cc2)nc1C#N,-10,-3,-5,-2,5,-22,1,3.8,2
O=c1[nH]c(Cc2ccc(Cl)cc2)nc2ccccc12,15,9,9,-4,-1,2,7,-1.1,1
CC(=O)c1ccc(-n2c(C)ccc2-c2ccccc2)cc1,-6,11,-2,9,9,-14,20,2.3,0
O=C(NCCCN1CCOCC1)C(c1ccccc1)c1ccccc1,-4,1,-24,7,-1,-10,12,-0.3,-3
Cc1cnc(NC(=O)CSc2c(Cl)cccc2Cl)s1,17,3,-16,1,7,-4,29,-2.1,4

# Of the compounds above, 3 contain a cyano group:
SMILES,Jurkat NFkB inh,CCR6 antag,697 NFkB inh,CXCR6 block,EBI2 antag,Gli-Sufu block,Mdm2-MdmX inh,UPR CHOP act,XBP1 UPR activ
N#CC1(NC(=O)CSc2nnc3n2CCCCC3)CCCCC1,-6,5,-1,-3,-13,-1,19,1.4,0
CCOC(=O)C1=C(COC(=O)COc2ccc(C#N)cc2)NC(=O)NC1C (configuration not stated),-7,-2,-47,1,-6,-6,18,-1.7,-4
C=CCNc1oc(COc2ccc(C)cc2)nc1C#N,-10,-3,-5,-2,5,-22,1,3.8,2

# (next part)
SMILES,Jurkat NFkB inh,CCR6 antag,697 NFkB inh,CXCR6 block,EBI2 antag,Gli-Sufu block,Mdm2-MdmX inh,UPR CHOP act,XBP1 UPR activ
Cc1ccc(NC(=O)COc2ccc(/C(N)=N/O)cc2)cc1C,7,0,19,-4,-9,-12,20,1.1,2
Cc1ccc(-c2cn3c(=O)cc(C)[nH]c3n2)cc1,-62,15,-134,12,-4,-66,-94,2.3,-1
CC1CCCC(C)N1/N=C/c1ccc(Cl)cc1 (configuration not stated),15,3,5,-10,6,3,-2,4.2,0
O=C(CCCC(=O)OCC(F)(F)C(F)F)Nc1ccccc1F,-3,2,-1,-5,-16,0,13,-0.8,-5
Cc1ccc(SCCc2ccc(C)nc2)cc1,-2,10,-5,-1,27,11,18,1.8,3
COc1ccccc1/C=C/C(=O)NCC(=O)N/N=C/c1ccc(C)o1,10,11,3,4,5,19,14,-0.8,6
O=C(Nc1ccc(N2CCOCC2)nc1)c1cccs1,-52,11,-42,-5,-9,-17,-7,1.9,0
COc1ccccc1NS(=O)(=O)c1cc(NC(=O)c2cccs2)ccc1N1CCOCC1,26,18,15,6,13,16,26,1.3,-3
COC(=O)c1c(NC(=O)CC2SCC(C(=O)OC)NC2=O)sc2c1CCCC2 (configuration not stated),-14,-6,-10,-11,15,-2,16,-1.7,4
Cc1ccc(C(=O)NNC(=O)c2ccc3c(c2)OCCO3)cc1,-66,13,-65,-8,-10,-68,-60,1.0,-2
CC1CCCCC12NC(=O)N(CC(=O)Nc1ccccc1N1CCOCC1)C2=O (configuration not stated),1,4,14,14,1,-1,-15,0.3,1
CCOC(=O)c1c(-c2cccs2)csc1NC(=O)CN1CC(C)OC(C)C1 (configuration not stated),-24,-1,3,4,23,-1,9,-4.8,2
CN(C(=O)C1CCC(=O)N(Cc2cccc(F)c2)C1)C1CCCCC1 (configuration not stated),-88,5,-94,1,39,-3,-69,4.8,-3
O=C1NCCOC(=O)[C@@H](Cc2ccc(F)cc2)C/C=C\C[C@@H]1CC(=O)N(CCO)Cc1ccccc1,2,3,-19,2,-9,-2,23,1.2,1
COc1ccc(Cl)cc1NC(=O)c1ccco1,6,4,10,-2,2,4,4,-0.6,1
Cc1cc(/C=C2\C(=N)N3N=C(c4ccco4)SC3=NC2=O)c(C)n1Cc1ccccc1,-1,27,1,2,-7,-5,20,-0.9,-3
COCc1ccc(C(=O)N2CCCC(C(=O)c3cc(F)ccc3F)C2)s1 (configuration not stated),-4,11,8,1,-4,0,-7,-0.3,0
CCOC(=O)c1[nH]cnc1C(=O)Nc1ccc(Cl)cc1,-7,-1,-22,-1,1,0,1,2.1,8
CCn1c(=NC(=O)c2ccc(N3C(=O)CCC3=O)cc2)sc2c(OC)ccc(OC)c21,13,-11,-9,4,4,-3,0,6.0,4
N#CCC(CNc1ncc(C(F)(F)F)cc1Cl)OC(=O)c1ccc(Cl)cc1 (configuration not stated),43,6,-2,3,11,9,-1,-1.5,-1

# Arranged by molar mass (lowest first): some entries from above.
SMILES,Jurkat NFkB inh,CCR6 antag,697 NFkB inh,CXCR6 block,EBI2 antag,Gli-Sufu block,Mdm2-MdmX inh,UPR CHOP act,XBP1 UPR activ
CC1CCCC(C)N1/N=C/c1ccc(Cl)cc1 (configuration not stated),15,3,5,-10,6,3,-2,4.2,0
CCOC(=O)c1c(-c2cccs2)csc1NC(=O)CN1CC(C)OC(C)C1 (configuration not stated),-24,-1,3,4,23,-1,9,-4.8,2
CCn1c(=NC(=O)c2ccc(N3C(=O)CCC3=O)cc2)sc2c(OC)ccc(OC)c21,13,-11,-9,4,4,-3,0,6.0,4

# Later entries
SMILES,Jurkat NFkB inh,CCR6 antag,697 NFkB inh,CXCR6 block,EBI2 antag,Gli-Sufu block,Mdm2-MdmX inh,UPR CHOP act,XBP1 UPR activ
COc1ccc(CN2C(=O)NC3(CCCCCC3)C2=O)cc1F,6,4,13,3,0,-4,16,-0.5,-2
Cc1cccc(CNc2ccc(C(CC(N)=O)NC(=O)c3cccc(Br)c3)cc2[N+](=O)[O-])c1 (configuration not stated),8,11,-1,0,5,-15,23,0.0,-3
COc1cccc(NC(=O)CN(C)S(=O)(=O)c2ccc3c(c2)n(C)c(=O)c(=O)n3C)c1,8,9,5,0,-13,-5,19,-1.1,-3
O=C(CSc1cn(CC(=O)N2CCCCCC2)c2ccccc12)NCC1CCCO1 (configuration not stated),-2,0,6,2,-8,1,-21,-1.6,2
Cc1cccc(NC(=O)c2sc(NC(=O)c3ccco3)c(C#N)c2C)c1C,-5,13,-12,2,5,-17,11,-0.2,-6
COC(=O)c1c(-c2ccc(S(C)(=O)=O)cc2)sc2cc(OC)ccc12,-2,-6,-65,6,5,-60,-27,3.9,9
CC[C@]12c3[nH]c4ccccc4c3CCN1C(=O)C(CC(=O)NCCCn1ccnc1)C[C@@H]2C(=O)N1CCN(C(=O)c2ccco2)CC1 (some centres not stated),2,-9,-1,-3,-13,-4,13,-1.6,0
CC(=O)Nc1ccc(S(=O)(=O)NC(CSc2ccc(C(=O)O)cc2[N+](=O)[O-])C(=O)O)cc1 (configuration not stated),-23,7,7,-3,4,0,-3,0.3,-3
